Source: PubChem BioAssay
SRC2 TRFRET art – counter-screen for PPARgamma SRC-2 recruitment agonists: TR-FRET artefact | stronger effect = higher value | TR-FRET ratio at 8 µM | 0.4% of 200,000 active; in the data active = TR-FRET ratio above about 2000; also: inactives centre near 1500; reference of the scale not given here
S1P3 antag – S1P3 (human) receptor antagonism | Q99500 | CHO S1P3 NFAT-BLA reporter, FRET fluorescence, antagonist mode | inhibition, % at 4.98 µM | 0.27% of 170,000 active | AID 485;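 active = inhibition above the plate cutoff, the mean inhibition of test wells on that plate plus 3 SD, cut at about 28% in these data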;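 also: cells challenged with S1P at its EC80 of 0.8 µM; blue over green emission ratio from cleaved BLA substrate after 4 h stimulation; 0% = S1P-stimulated wells and 100% = unstimulated DMSO-only wells; some compounds past the cut are filed as inactive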
Target sequence (Q99500 whole entry, looked up): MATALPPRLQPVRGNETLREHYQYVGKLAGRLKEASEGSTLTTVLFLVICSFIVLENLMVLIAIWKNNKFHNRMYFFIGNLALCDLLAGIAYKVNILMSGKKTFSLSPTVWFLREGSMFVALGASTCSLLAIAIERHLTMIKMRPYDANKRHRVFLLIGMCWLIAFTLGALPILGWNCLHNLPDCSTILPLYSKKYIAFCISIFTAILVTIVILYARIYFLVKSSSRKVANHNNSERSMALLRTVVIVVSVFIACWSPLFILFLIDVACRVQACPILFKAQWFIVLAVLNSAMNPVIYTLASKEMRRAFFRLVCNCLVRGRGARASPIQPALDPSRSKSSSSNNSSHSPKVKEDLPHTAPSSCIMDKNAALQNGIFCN
PPARg SRC2 recr – promotes SRC-2 coactivator recruitment by human PPARgamma; P37231; PPARgamma LBD-SRC-2 recruitment, biochemical; activation, % at 8 µM; 0.34% of 200,000 active; in the data active = activation above about 22%;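 also: 0% = vehicle and 100% = reference agonist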
bIAP inhibitor – intestinal alkaline phosphatase (bovine) inhibition. purified bovine IAP, CDP-star luminescence, 30 min. 190,000 tested, under 10 active. inhibition, % at 20 µM;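 active = over 50% inhibition of intestinal alkaline phosphatase at 20 µM in the single-dose screen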
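Assay system: bovine IAP enzyme; medium: DEA buffer 100 mM, pH 9.8, with MgCl2 1.0 mM, ZnCl2 0.02 mM; doses: 20 µM single dose; incubation: enzyme reaction for 30 min at room temperature; detection: CDP-star luminescence signal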
PPARg SRC-3 ag – promotes SRC-3 coactivator recruitment by human PPARgamma | biochemical PPARgamma/SRC-3 coactivator recruitment assay | AID 731 | 0.26% of 200,000 active | activation, % at 8 µM | P37231; in the data active = activation above about 23%;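 also: 0% = DMSO and 100% = reference agonist; some compounds past the cut are filed as inactive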
ROMK primary – modulates human ROMK potassium channel activity; Tet-inducible ROMK, thallium flux fluorescence; actives lie on both sides; B-score at 10 µM; 2% of 130,000 active; P48048;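 active = signal ratio slope over the read window, or its plate-corrected B-score, at least 3 SD from the plate mean, either direction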;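 also: B-score of the F/F0 ratio slope over 7 to 12 s after thallium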
Target sequence (P48048 whole entry, looked up): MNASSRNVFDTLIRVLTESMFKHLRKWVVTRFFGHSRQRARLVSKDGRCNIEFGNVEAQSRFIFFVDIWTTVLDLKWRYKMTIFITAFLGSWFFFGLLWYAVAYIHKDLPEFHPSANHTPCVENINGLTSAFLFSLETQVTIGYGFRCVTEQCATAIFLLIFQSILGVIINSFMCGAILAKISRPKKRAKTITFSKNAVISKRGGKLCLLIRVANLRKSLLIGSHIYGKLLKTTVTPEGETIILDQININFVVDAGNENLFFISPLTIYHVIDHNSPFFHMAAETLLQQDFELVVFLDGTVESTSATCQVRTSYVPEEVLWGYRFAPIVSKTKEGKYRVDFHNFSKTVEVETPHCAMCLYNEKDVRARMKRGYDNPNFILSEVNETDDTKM
Redox H2O2 prof – compounds producing H2O2 with reducing agent – biochemical, NIH compound library profiling, artefact control for MLSCN library redox annotation, primary screen; 0.03% of 200,000 active; DTT-dependent redox cycling H2O2, phenol red/HRP absorbance; 100% = 100 µM peroxide control, 0% = buffer; activation, % at 10 µM;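 active = activation of at least 50% relative to the plate's high and low controls in the primary single-dose screen; inactive = activation below 50%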;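 also: compound incubated with DTT at 0.8 mM final as the reducing agent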
bIAP act – increases bovine intestinal alkaline phosphatase activity; purified bovine IAP, CDP-star luminescence, 30 min; stronger effect = higher value; fold of DMSO-control signal, blank-subtracted; activation factor at 20 µM; 0.17% of 200,000 active; AID 1016;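 active = activation factor of 2 or more at 20 µM, a signal rise over negative controls twice the positive control's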
L major viab – reduces viability of Leishmania major promastigotes; resazurin fluorescence viability; inhibition, % at 10 µM; 9% of 200,000 active; AID 1063; in the data active = inhibition above about 50%;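 also: promastigotes grown with compound for 44 hours at 28 °C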
TLR4 MyD88 comp – blocks binding of human TLR4 to MyD88; O00206+Q99836; HeLa CL3-4 TLR4/MyD88 BLA complementation, FRET ratio; inhibition, % at 8.4 µM; 0.18% of 200,000 active; in the data active = inhibition above about 25%;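 also: 0% = vehicle and 100% = reference inhibitor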
PPARg SRC1 recr – promotes SRC-1 coactivator recruitment by human PPARgamma | PPARgamma-SRC-1 coactivator recruitment biochemical assay | P37231 | activation, % at 8 µM | AID 631 | 0.41% of 200,000 active; in the data active = activation above about 19%;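 also: 0% = DMSO and 100% = reference agonist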
* = called active by the depositor; x = no result given. Compounds as they come; 11% or so of the library scored in one or more.

Fields: bIAP act	PPARg SRC2 recr	TLR4 MyD88 comp	PPARg SRC-3 ag	bIAP inhibitor	PPARg SRC1 recr	ROMK primary	Redox H2O2 prof	S1P3 antag	L major viab	SRC2 TRFRET art
COc1ccc2[nH]c3c(N4CCC(O)(c5cccc(C(F)(F)F)c5)CC4)ncnc3c2c1
 : 0.9	5.0	-2.3	-1.9	13.7	4.3	x	-4.2	x	100.4*	1744
CCCCCC(=O)N/N=C/c1ccc(N(C)C)cc1
 : 0.8	3.2	-11.9	1.1	15.8	2.7	0.837	0.0	-5.3	-4.2	1493
CCOC(=O)C1CCCN(C(=O)C2CCN(S(=O)(=O)c3cnc[nH]3)CC2)C1 (stereo not given)
 : 0.9	10.8	7.0	-5.4	5.9	3.1	x	-2.5	-27.9	-8.1	1476
CCCCC(=O)NC(=S)Nc1cccc(C(=O)O)c1
 : 0.9	-1.4	1.3	-1.8	13.3	6.3	x	-0.3	-8.2	4.4	1579
O=C(O)CC/C(=C\c1ccc(Cl)c([N+](=O)[O-])c1)c1nc2ccccc2s1
 : 1.1	-5.9	-3.7	2.6	-6.4	-1.5	-1.85	2.7	-5.4	-5.1	1668
S=C1NCCOCCOCCOCCOCCN1
 : 0.9	8.1	5.0	1.1	11.1	0.7	x	-1.0	x	-0.5	1509
CCC(C)NC(=O)CSc1nc2cc3c(cc2c(=O)n1Cc1ccco1)OCO3 (stereo not given)
 : 0.9	-11.6	-9.3	1.8	6.8	0.6	1.1	-0.2	-15.3	-5.7	1470
CCOC(=O)c1c(NC(=S)Nc2ccc(OC)cc2)sc2c1CCCCC2
 : 0.5	11.5	10.9	-1.2	46.6	-7.7	1.17	-0.1	-2.6	-6.5	1644
Cc1ccccc1OCC1CN(CN2CCOCC2)C(=O)O1 (stereo not given)
 : 1	-0.7	-1.0	-8.5	3.1	1.2	0.00656	1.3	-46.7	-1.9	1386
O=C(COC(=O)c1cc(S(=O)(=O)N2CCOCC2)cs1)c1ccccc1
 : 0.9	-7.1	11.4	-4.3	5.3	-0.2	x	2.0	0.5	-5.8	1417
O=C(CSc1nnc(-c2ccc(NS(=O)(=O)c3ccccc3)cc2)o1)NCC1CCCO1 (stereo not given)
 : 0.9	4.0	-12.6	-4.5	10.0	10.5	x	3.5	-16.7	-2.9	1546
CCn1cc(Cl)c(C(=O)Nc2cc(C(=O)OC)cc(C(=O)OC)c2)n1
 : 1	0.1	9.6	-1.0	-2.9	1.6	0.131	-1.2	8.1	3.8	1686
COC(=O)c1cn(C)c2ccc(S(=O)(=O)N3CCCCC3)cc2c1=O
 : 1.1	3.1	-1.9	-4.7	-6.6	4.5	x	-0.2	-15.5	0.9	1555
COCC(C)n1c(C)cc(C(=O)CSc2nnc(N)s2)c1C (stereo not given)
 : 0.9	9.6	-0.7	8.6	10.3	-0.5	-0.736	0.3	x	11.0	1608
CCCCc1nc(S(=O)(=O)c2ccc(Cl)cc2)c(N2CCOCC2)o1
 : 0.8	5.8	2.6	15.6	19.7	5.2	x	-0.7	x	-2.6	1568
CCCOC(=O)CSC1=C(C#N)C(c2ccccc2Cl)CC(=O)N1 (stereo not given)
 : 0.8	3.4	8.0	6.1	20.5	1.7	x	0.3	-42.1	99.5*	1648
CC(C)N1C2OC(C3OC4C(O3)N(C(C)C)S(=O)(=O)N4C(C)C)OC2N(C(C)C)S1(=O)=O (stereo not given)
 : 0.9	1.5	2.5	-0.2	7.8	2.5	-0.052	0.2	x	-5.7	1552
Cc1ccsc1/C=N/NC(=O)c1cc(-c2ccncc2)nc2ccccc12
 : 0.9	3.8	5.1	0.6	6.1	-1.3	4.76*	0.0	11.5	28.5	1431
O=C(Nc1nc2ccccc2s1)c1cc(-c2ccccc2)nn1-c1ccccc1
 : 0.8	0.8	-7.8	0.4	20.5	0.4	0.263	0.3	-5.6	92.5*	1611
COc1ccc2cc(CN(CCCN3CCOCC3)Cc3nnnn3C3CCCCC3)c(=O)[nH]c2c1
 : 1.2	-8.0	-0.1	-7.7	-22.0	-3.8	-2.45	2.8	-39.4	1.4	1439
CCCCCOc1ccc(CSc2n[nH]c(C)n2)cc1
 : 1.5	-0.6	8.5	3.7	-54.6	-0.2	x	-0.2	2.6	7.0	1591
O=C(NC(=S)N(Cc1ccccc1)c1ccccn1)C1CC1
 : 1.2	-2.8	7.7	-4.7	-22.6	4.6	x	0.6	-10.5	-3.9	1680
CCc1nc(SCC#N)c(C#N)cc1C
 : 0.9	-0.2	17.4	5.1	7.0	3.0	0.0449	-0.2	-9.9	-9.0	1608
CCc1nnc(NC(=O)CSc2nc(-c3ccc(F)cc3)cc(-c3ccccc3)c2C#N)s1
 : 1	-8.0	-3.5	-7.5	2.8	-13.5	x	0.5	-17.8	-3.3	1486
Cc1cc(C)c(CSc2ncc(-c3ccc([N+](=O)[O-])cc3)[nH]2)c(C)c1
 : 0.8	-1.1	14.4	-7.6	18.3	-1.8	x	2.9	x	97.1*	1475
COCc1c(C(=O)OCc2c(C)noc2C)oc2ccccc12
 : 1	-0.2	-2.0	-0.1	4.8	2.6	0.61	0.8	-6.6	-3.8	1562
Cc1ccccc1Nc1nc(=O)c2cc([N+](=O)[O-])ccc2s1
 : 1.1	3.3	4.2	2.7	-13.5	0.6	x	0.6	-2.8	13.6	1623
O=S(=O)(NCC(c1cccnc1)N1CCN(c2ccccc2F)CC1)c1cccs1 (stereo not given)
 : 1	3.8	-22.1	-0.2	-3.2	10.4	x	-1.6	x	78.5*	1743
COc1ccc(-c2cc(C(=O)O)nc3ccc4ccccc4c23)cc1OC
 : 1.1	8.4	3.0	1.7	-7.3	5.8	0.532	-1.5	5.2	-4.3	1725
CCOC(=O)Nc1cc(Br)c2c(c1)OCCO2
 : 0.8	7.3	2.0	2.0	23.9	2.6	0.73	-2.0	-75.3	-8.2	1574
CC12CC3(C)CC(C)(C1)CC(C(=O)NC(=S)N1CCCC1)(C2)C3
 : 0.8	-0.7	-8.3	1.3	16.5	-11.7	0.159	-0.5	-21.9	-0.3	1471
Cc1ccc(S(=O)(=O)N2CCN(C(=O)CCC(=O)NCCc3ccc(S(N)(=O)=O)cc3)CC2)c(C)c1
 : 1.2	-1.1	-17.1	4.3	-23.9	8.1	-1.13	-0.4	-3.4	-5.6	1629
Cc1ccccc1NC(=O)c1ccc(OCC(=O)Nc2ccccc2F)cc1
 : 1	2.0	10.2	-3.8	-4.7	2.5	-0.518	-0.5	-11.7	-2.2	1522
O=C(CSc1nccc(=O)[nH]1)Nc1ccccc1Sc1ccccc1
 : 1.1	3.5	-7.1	-0.1	-12.0	-1.3	-0.704	-0.9	-11.3	-5.9	1564
Cc1cc(=O)oc2cc(NC(=S)NCc3cccnc3)ccc12
 : 1	1.1	7.3	-1.0	1.4	-1.6	0.401	-0.3	-14.2	7.8	1482
CCOc1cnc(C(=O)NNC(=O)c2ccccc2Br)o1
 : 1.2	-8.3	-9.8	-0.5	-23.6	-6.3	x	-1.2	-4.1	-1.9	1435
Cc1cccc2cc(C(c3nnnn3C(C)(C)C)N(Cc3ccco3)CC3CCCO3)c(=O)[nH]c12 (stereo not given)
 : 1	-0.8	8.9	-8.8	0.0	2.0	x	-3.5	x	17.1	1460
CCn1c(CC(=O)Nc2ccc(C)c(Cl)c2)nnc1SCc1ccc(Cl)c(Cl)c1
 : 0.9	-1.1	-8.4	-3.6	9.8	-3.0	-1.07	-4.2	x	-0.3	1324
C=CCn1cccc(/C=C/C(=O)c2ccc(C(C)(C)C)cc2)c1=S
 : 0.9	-8.0	13.6	-0.8	13.7	-4.7	x	1.5	6.8	100.3*	1386
Cc1nn(Cc2ccccc2)c(C)c1NC(=O)CCC(=O)O
 : 1	12.4	-3.1	-3.8	3.0	4.2	0.579	0.1	7.3	-5.3	1568
Clc1ccc(-c2cn3cccnc3n2)cc1
 : 0.9	-0.5	-15.3	4.5	13.6	4.4	0.394	-0.3	x	-4.2	1561
COc1ccc(/C=N/Nc2nc3ccccc3s2)cc1O
 : 1.2	2.3	9.4	-2.8	-18.3	3.4	-0.0118	0.8	2.2	9.2	1541
C=CCSc1nc2sc3c(c2c(=O)[nH]1)CCC3
 : 1	-9.7	-9.6	-3.9	-0.9	-1.4	0.221	-0.2	7.2	-4.0	1408
CCCn1c(C)cc(C(=O)COC(=O)c2ccc(Cl)c(S(=O)(=O)N3CCCC3)c2)c1C
 : 1	-2.0	0.9	4.4	-3.8	3.7	-0.855	-1.3	x	0.6	1686
CN(C)C(=O)CCSc1nnc(-c2ccncc2)o1
 : 1	10.4	8.6	-4.6	4.7	9.6	x	-0.3	-9.0	-5.7	1671
O=C(Cc1ncc(C(F)(F)F)cc1Cl)N1CCN(c2cccc(Cl)c2)CC1
 : 1	-2.3	9.3	-3.9	1.9	-0.4	x	2.6	x	-0.5	1480
O=C(CCC1CCCC1)N1CCC(N2CCN(c3ccccc3)CC2)CC1
 : 1.1	7.2	-4.7	0.6	-5.9	4.1	-0.167	-0.9	x	93.3*	1613
CCOC(=O)c1cc(NC(=O)c2cccnc2)cc(C(=O)OCC)c1
 : 1	4.2	2.0	-6.3	4.0	3.4	-0.485	0.4	7.8	18.0	1468
CSc1nc2ccccc2s1
 : 0.9	3.2	1.0	0.0	8.9	-15.5	-2.92	0.0	3.9	-2.3	1424
COc1ccc(C(=O)NCC(C)CN(C)C)cc1 (stereo not given)
 : 1	0.8	-3.1	4.8	4.0	5.1	0.112	-0.4	-9.1	-6.1	1511
CCn1c(C)nc2cc(S(=O)(=O)N3CCCC3)ccc21
 : 1	24.1*	-9.1	-10.4	4.5	1.1	x	-0.5	-46.9	-2.2	1843
O=C(CN(c1ccccc1F)S(=O)(=O)c1ccccc1)N1CCCCCC1
 : 1.1	6.6	7.6	-4.3	-6.1	3.0	-0.228	-0.1	x	-4.0	1511
CCOC(=O)C(=CNc1cc(C)ccc1C)C(=O)OCC
 : 1	0.2	-4.8	2.2	2.9	1.5	x	2.3	x	-1.3	1409
Oc1ccc(N=Nc2ccc3c(c2)OCCO3)c2cccnc12
 : 0.9	-3.7	-10.1	-3.4	9.2	4.0	1.41	0.4	-3.8	100.3*	1295
Cc1c(NC(=S)NC(NC(=O)C(C)C)C(Cl)(Cl)Cl)c(=O)n(-c2ccccc2)n1C (stereo not given)
 : 1.1	2.3	-3.9	1.6	-6.9	5.4	x	0.1	-10.7	-4.5	1616
COc1ccc(Cl)cc1-c1nc(SCC(=O)N(C)C)n[nH]1
 : 0.9	2.8	4.6	1.4	7.3	2.8	0.763	-1.1	-1.9	-4.4	1773
COc1cccc(S(=O)(=O)N2CCOCC2)c1
 : 1	-1.1	11.5	2.2	1.8	12.2	-1.08	0.0	x	-0.5	1356

Complete entries as entered above:
Entry for O=C(CN(c1ccccc1F)S(=O)(=O)c1ccccc1)N1CCCCCC1 → bIAP act: 1.1; PPARg SRC2 recr: 6.6; TLR4 MyD88 comp: 7.6; PPARg SRC-3 ag: -4.3; bIAP inhibitor: -6.1; PPARg SRC1 recr: 3.0; ROMK primary: -0.228; Redox H2O2 prof: -0.1; S1P3 antag: x; L major viab: -4.0; SRC2 TRFRET art: 1511
Entry for COc1ccc(C(=O)NCC(C)CN(C)C)cc1 (stereo not given) → bIAP act: 1; PPARg SRC2 recr: 0.8; TLR4 MyD88 comp: -3.1; PPARg SRC-3 ag: 4.8; bIAP inhibitor: 4.0; PPARg SRC1 recr: 5.1; ROMK primary: 0.112; Redox H2O2 prof: -0.4; S1P3 antag: -9.1; L major viab: -6.1; SRC2 TRFRET art: 1511
